# dFosB activator – activators of mouse delta FosB homodimer. purified delta FosB, TAMRA-CDK5 oligo fluorescence polarization; percent of positive-control signal above neutral wells. P13346. hit rate 0.99% among 340,000. activation, % at 25 µM;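 active means mean activation above about 17%, with every replicate also reaching it, limit read from the data, passing the limit was not always enough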;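 further: fluorescence polarization rise as delta FosB binds a TAMRA Cdk5 AP-1 oligo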
# Rtt109 HAT inh – blocks Candida albicans Rtt109/Vps75 acetyltransferase activity; purified Rtt109/Vps75, ThioGlo CoA-SH fluorescence, 4 h; hit rate 0.16% among 330,000; Q5AAJ8; inhibition, % at 34.9 µM;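 active means inhibition of at least 50% in every replicate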
# Target sequence (Q5AAJ8 whole entry, looked up): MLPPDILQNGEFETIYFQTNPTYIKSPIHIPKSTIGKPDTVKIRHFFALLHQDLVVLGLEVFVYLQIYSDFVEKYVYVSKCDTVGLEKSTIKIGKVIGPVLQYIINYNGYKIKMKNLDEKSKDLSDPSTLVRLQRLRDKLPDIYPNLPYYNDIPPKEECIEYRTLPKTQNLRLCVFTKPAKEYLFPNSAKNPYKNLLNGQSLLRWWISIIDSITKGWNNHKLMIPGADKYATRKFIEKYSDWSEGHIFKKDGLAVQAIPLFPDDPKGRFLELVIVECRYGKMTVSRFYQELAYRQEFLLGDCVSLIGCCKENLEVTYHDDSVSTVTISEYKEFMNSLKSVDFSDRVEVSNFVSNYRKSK
# Wnt bcat act – activators of Wnt/beta-catenin signaling | Wnt/beta-catenin reporter cell assay, activator, plate reader | activation, % at 9.35 µM | hit rate 1.2% among 300,000; in the data active means activation above about 30%, passing the limit was not always enough;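 further: 0% = neutral control wells and 100% = positive control wells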
# MITF TRPM1 HTS – MITF TRPM1 promoter activation in melanoma cells. activation, % at 12.5 µM. SK-MEL-5 TRPM1-promoter luciferase, 24 h; % of positive control, neutral wells = 0. hit rate 0.75% among 300,000;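 active means mean activation of at least 80% with every replicate also reaching 80%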;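 further: 0% = neutral control wells and 100% = parthenolide positive control wells; values of inactives mirror those of a sister screen read the other way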
# HTR5A ag – activates human HTR5A in OPRM1-OPRD1 agonist counter-screen; P47898; hit rate 0.61% among 340,000; HTR5A agonist assay, luminescence, cell-based; activation, % at 9.3 µM; in the data active means activation mostly above about 9.5%, no sharp cut-off; inactive means mostly below about 7.6%;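 further: 0% = cells with vehicle only and 100% = reference agonist; strong numbers were not always called active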
# SR-BI uptake up – activators of SR-BI mediated HDL lipid uptake | AID 504775 | CHO ldlA[mSR-BI] cells, DiI-HDL uptake fluorescence, 3 h; 100 = double the neutral-control signal | activation, % at 12.5 µM | hit rate 0.096% among 320,000;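 active means mean replicate activation of at least 60% and every replicate at or above 60%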;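 further: 0% = median plate neutral-control signal and 100% = twice that signal; values of inactives mirror those of a sister screen read the other way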
#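 Material: SR-BI-overexpressing, LDLR-lacking CHO cells | Dosing: Single compound concentration, delivered by pin transfer | Probe or stimulus: Labelled HDL, 10 µg/mL | Signal: Bottom-read cell fluorescence after medium removal, ex 550/em 595 nm | Schedule: 3 h, 37 °C | Evaluation: HDL uptake via cellular fluorescence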
# cardiac RTF act – increases calcium sensitivity of human cardiac regulated thin filaments; activation, % at 7.2 µM; IANBD-labeled TnC RTF fluorescence at EC20 calcium; 0% EC20 calcium, 100% full calcium; hit rate 0.24% among 340,000; P19429+P45379;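 active means activation above the mean over all tested compounds plus 3 SD, cut at about 30% in these data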;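 further: rise in fluorescence read as greater calcium sensitivity of cardiac thin filaments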
# CDK5 p35 inh – CDK5/p35 (human) kinase inhibition. AID 488839. Recombinant CDK5/p35, ADP-Glo luminescence, 60 min. hit rate 0.01% among 330,000. inhibition, % at 10 µM;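 active means highest replicate inhibition of at least 50% and at least 75% of replicates reaching 50%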;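 further: plate controls were DMSO neutral control for no effect and GW8510 at 10 µM for full effect; many of its hits are not listed in these tables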
# Target sequence (Q00535 whole entry, looked up): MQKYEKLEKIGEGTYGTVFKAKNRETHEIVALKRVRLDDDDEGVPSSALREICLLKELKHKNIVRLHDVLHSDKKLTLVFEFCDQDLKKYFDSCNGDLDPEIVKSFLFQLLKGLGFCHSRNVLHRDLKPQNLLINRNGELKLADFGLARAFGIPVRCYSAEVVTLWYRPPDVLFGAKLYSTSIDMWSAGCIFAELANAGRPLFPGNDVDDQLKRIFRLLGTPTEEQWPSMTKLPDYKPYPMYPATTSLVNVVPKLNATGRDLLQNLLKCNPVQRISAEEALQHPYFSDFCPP
# Target sequence (Q15078 whole entry, looked up): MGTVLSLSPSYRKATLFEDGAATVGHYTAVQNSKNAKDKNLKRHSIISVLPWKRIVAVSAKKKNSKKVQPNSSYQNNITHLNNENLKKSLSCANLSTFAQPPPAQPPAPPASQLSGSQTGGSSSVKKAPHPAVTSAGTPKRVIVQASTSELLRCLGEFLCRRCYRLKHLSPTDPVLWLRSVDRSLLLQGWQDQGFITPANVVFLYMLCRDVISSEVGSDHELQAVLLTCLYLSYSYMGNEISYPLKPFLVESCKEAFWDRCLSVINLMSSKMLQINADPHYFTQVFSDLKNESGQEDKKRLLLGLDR
# SR-BI HDL uptake – blocks mouse SR-BI lipid uptake from DiI-HDL. hit rate 0.96% among 320,000. Q61009. ldlA[mSR-BI] CHO cells, DiI-HDL uptake fluorescence, 3 h. inhibition, % at 12.5 µM. AID 488896;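 active means mean replicate inhibition of at least 70% and a set share of replicates each scoring 70 or more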;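 further: 0% = median of neutral control wells and 100% = median of positive control wells; values of inactives mirror those of a sister screen read the other way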
# PvdQ inh – P. aeruginosa PvdQ acylase inhibition | inhibition, % at 10 µM | purified PvdQ acylase, fluorescence plate reader | hit rate 0.063% among 340,000; in the data active means inhibition above about 30%, passing the limit was not always enough;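 further: 0% = vehicle neutral wells and 100% = reference inhibitor wells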
# The depositor's hits bear a star; / = not tested or not shown. The order is random. Share with any hit: about 4.4%.
SMILES,dFosB activator,Rtt109 HAT inh,Wnt bcat act,MITF TRPM1 HTS,HTR5A ag,SR-BI uptake up,cardiac RTF act,CDK5 p35 inh,SR-BI HDL uptake,PvdQ inh
CC(C)(C)NC(=O)C[C@H]1C[C@H](C(=O)N2CCOCC2)[C@@]2(CCC3CCCC3)c3[nH]c4ccc(Cl)cc4c3CCN2C1=O,-2,9,/,-25,0,38,-5,3.9,-38,4
Cc1ccc(C)c(S(=O)(=O)NCC(=O)OCC(=O)Nc2sccc2C(N)=O)c1,-5,-6,0,-2,3,23,1,-0.8,-23,-10
CC(Oc1ccc(Cl)cc1)C(=O)N/N=C/c1ccsc1 (stereo not drawn),-6,4,-6,-2,6,6,-7,0.0,-6,5
CC(C)(C)c1ccc(C(=O)Nc2cccc3ncccc23)cc1,-3,/,-3,6,-3,-21,26,2.8,21,4
COc1ccc(OC)c(CN2CCN(C(=O)c3cc(S(=O)(=O)Nc4ccccc4OC)ccc3C)CC2)c1,-5,-6,0,-8,2,-69,-2,-0.4,69,-5
Cc1c(OC(C)C(=O)NCc2cccnc2)ccc2c3c(c(=O)oc12)CCCC3 (stereo not drawn),-13,0,0,16,-1,-33,10,/,33,-9
Cc1cc(C)c(C(=O)NC2CC(C)(C)Cc3c2cnn3-c2cccc(F)c2)[nH]1 (stereo not drawn),-8,18,-1,-8,-1,-52,-2,1.0,52,-10
Cc1ccc(S(=O)(=O)N(CC(=O)N2CCC(C)CC2)c2cccc(C)c2)cc1,-12,-2,-2,5,-4,3,6,-2.0,-3,-1
CCOc1ccc(C(=O)N/N=C/c2cc(Cl)ccc2[N+](=O)[O-])cc1,-1,11,-2,7,1,-58,-1,1.3,58,3
CCc1ccc(C(=O)C(C)OC(=O)Cn2cnc3c2c(=O)n(C)c(=O)n3C)cc1 (stereo not drawn),3,5,-2,0,7,20,-5,0.7,-20,7
CCOC(=O)C1=C(C)Nc2ccccc2N/C1=N\S(=O)(=O)c1ccccc1,-4,1,0,-3,-2,-6,0,0.0,6,-20
Cc1ccc2[nH]c(=O)c(C(c3nnnn3Cc3ccccc3)N3CCc4ccccc43)cc2c1 (stereo not drawn),-9,6,/,/,-2,6,1,-0.7,-6,-15
CCOc1nc(Oc2cccc(C(=O)O)c2)nc(Oc2cccc(C(=O)O)c2)n1,6,10,/,-2,1,13,-1,0.1,-13,-19
O=C(N/N=C/c1cn(Cc2ccccc2)c2ccccc12)c1ccncc1,-14,8,1,4,9,-47,4,-3.9,47,-6
S=c1[nH]nc(-c2ccc3ccccc3n2)n1Cc1ccccc1,-2,11,/,-3,-1,24,-2,2.7,-24,-9
O=C(CSc1nnc(C2COc3ccccc3O2)o1)N1CCN(c2ccccc2)CC1 (stereo not drawn),0,1,-2,-10,-2,/,-3,2.0,/,-14
O=C(NCc1ccccc1)c1ccc(OC2CSC2)cc1,2,-4,5,23,6,-5,-5,1.7,5,-2
Cc1ccc(S(=O)(=O)CCC(=O)OCc2ccccc2F)cc1,-7,0,-2,-1,1,30,4,-0.2,-30,-13
CS(=O)(=O)N1CCC(Oc2ccccc2C(=O)N2CCC[C@H]2CO)CC1,0,4,0,10,-1,6,-5,-1.3,-6,11
CCN1CCN(c2ccc(S(=O)(=O)N3CCOCC3)cc2NC(=O)CCSC)CC1,-4,1,-1,-1,-3,17,4,-0.8,-17,-3
COc1cccc(CC(=O)Nc2ccc(F)c(S(=O)(=O)N3CCOCC3)c2)c1,-10,4,-2,-3,0,-45,-5,3.5,45,8
O=C(O)c1ccc(O)c(N2C(=O)Nc3ccccc3N2O)c1,4,-15,2,-4,2,26,5,0.9,-26,-8
O=C(O)c1ccccc1N(Cc1ccccc1)C(=O)CO/N=C/c1ccccc1,-6,/,/,0,-3,-2,-7,0.3,2,12
CCC(=O)N1CCN(c2ccccc2NC(=O)c2ccc(-c3cccc([N+](=O)[O-])c3)o2)CC1,-7,2,1,3,-2,-76,-2,0.6,76*,-9
O=C(Nc1ccc2nccnc2c1)c1ccco1,-15,-18,8,36,1,-1,13,2.3,1,-1
O=C(c1ccc(Cl)cc1)N(Cc1ccc(Br)cc1)N1C(=O)CCC1=O,-5,8,1,-1,3,1,-2,0.3,-1,-1
Cc1ccc2oc(C(=O)Nc3ccc(S(=O)(=O)Nc4onc(C)c4C)cc3)c(C)c2c1,4,2,0,4,-4,14,0,0.6,-14,-14
O=C(CCN1C(=O)C2C3C=CC(C3)C2C1=O)N1CCN(c2ccc(F)cc2)CC1 (stereo not drawn),0,-2,-2,/,7,13,4,-1.7,-13,-13
CN(C1=NC(=O)CS1)c1ccc(O)cc1,2,1,3,2,1,-6,0,2.3,6,-18
Cc1nn(-c2ccccc2)c(C)c1-c1nnc(-c2c(C)nn(-c3ccccc3)c2C)o1,-10,-6,6,8,14,-25,9,0.2,25,2
Fc1ccc(Sc2cc(Cl)c(-c3ccccc3)nn2)cc1,-7,4,-1,0,-2,-10,-1,-1.9,10,-8
Cc1ccc(C(=O)NC(=S)Nc2ccc(CN3CCCCC3)cc2)c(C)c1,-11,8,-1,12,1,-1,-1,-2.5,1,-12
COc1ccc(Cc2nnc(NC(=O)c3cccc([N+](=O)[O-])c3C)s2)cc1,-7,-6,/,/,5,-3,-4,1.0,3,-8
O=C(NCc1cccs1)C1CCC(CNS(=O)(=O)c2cccc3nsnc23)CC1 (stereo not drawn),0,-3,-4,-2,-1,19,2,-3.5,-19,-12
CC(C)C(NC(=O)c1c(F)cccc1F)C(=O)NCc1ccc(S(=O)(=O)N2CCOCC2)cc1 (stereo not drawn),-10,-2,-10,6,-8,7,1,-1.8,-7,-16
COc1ccc(C(c2nnnn2Cc2ccccc2)N2CCN(c3nc4ccccc4s3)CC2)cc1OC (stereo not drawn),0,2,-5,-5,6,-13,-6,0.5,13,-1
Nc1c(C(=O)NCCC2=CCCCC2)sc2ccc(S(=O)(=O)N3CCCCC3)cc12,-11,18,/,-10,6,-46,3,0.9,46,13
O=C1NC(=Nc2ccc(F)cc2)CS1,-1,4,0,-5,0,19,0,1.0,-19,-3
CCCCn1c(N)c(N(CC)C(=O)C2=NN(c3ccccc3)C(=O)CC2)c(=O)[nH]c1=O,-2,0,-4,-1,7,43,-1,0.3,-43,-9
COC(=O)c1ccccc1NC(=O)CSc1nc2ncccc2[nH]1,-6,3,-1,11,4,/,-3,0.3,/,-5
Cc1ccc(NS(=O)(=O)c2ccc(C(=O)N3CCN(c4ccccn4)CC3)cc2)cc1,-5,2,/,-17,3,-14,1,0.3,14,-8
COc1ccccc1NC(=O)CSc1sc2c(O)cc(=O)[nH]c2c1C#N,-16,-5,-2,-6,-2,0,1,0.6,0,-13
CC(C)(C)NS(=O)(=O)c1ccc(NC(=O)C(Sc2ccccc2)c2ccccc2)cc1 (stereo not drawn),4,-14,/,/,4,-2,-1,-0.2,2,22
COc1ccc(CCNC(=O)CCNC(=O)N2CC(=O)Nc3ccccc32)cc1,4,2,-1,4,1,6,7,0.4,-6,-19
Cc1cc(C)c2c(-c3ccc(F)cc3)c(C#N)c(=O)n(C)c2n1,7,-8,-2,-6,0,/,5,1.1,/,-16
CCOc1ccccc1-c1ccc(C(=O)NCc2ccccc2)o1,-5,1,-2,35,1,-6,-5,-0.4,6,-5
CN(N)c1nc(N2CCCC2)nc(N2CCCC2)n1,-2,0,-2,/,1,/,1,-1.2,/,-5
COc1ccc(Oc2cccc(Cl)c2CNC(=O)CCC(=O)O)cc1,1,-2,4,-2,0,38,2,0.6,-38,-10
CS(=O)(=O)N(CC(=O)NCCSc1ccccn1)c1ccc(F)cc1,-2,-8,6,-1,-4,-31,1,-0.5,31,4
COc1ccccc1OCC(=O)NCc1nc(-c2ccccc2)no1,-3,2,1,1,-2,/,2,0.5,/,2
COCC(=O)N(Cc1cc2ccc(C)cc2[nH]c1=O)c1ccc(C)cc1C,-7,-2,1,/,-2,-18,1,-1.4,18,-4
COc1ccc(C(=O)c2oc3nc(C)cc(C)c3c2N)cc1,-12,-7,-1,23,4,-7,3,0.2,7,-10
CC1=CC(C)(C)Nc2ccc(OC(=O)C(Cc3ccccc3)N3C(=O)c4ccccc4C3=O)cc21 (stereo not drawn),-6,4,-2,/,0,-16,-7,0.4,16,-17
COC(=O)C1=C(C)N(c2ccc(F)cc2)C(=O)C1,-5,1,4,/,1,-6,2,-3.8,6,-9
O=C(O)COc1ccccc1/C=C1\SC(=S)N(NC(=O)c2ccccc2O)C1=O,8,-5,-3,12,-1,12,14,-6.6,-12,-9
COc1cc(CNC(=O)CCCC/C=C/C(C)C)ccc1O,-6,-4,1,14,-2,2,5,-0.2,-2,-5
CC(=O)c1ccc(NC(=O)COc2ccccc2C(=O)Nc2ccc(C)cn2)cc1,-2,-11,0,0,-4,-25,-1,0.7,25,7
N#Cc1nc(COc2ccc(Br)cc2)oc1N1CCCC1,3,6,/,9,-10,-2,-4,1.7,2,-13
Cc1ccc(C)c(OCC(=O)N(Cc2ccccc2)c2c(N)n(Cc3ccccc3)c(=O)[nH]c2=O)c1,-4,3,0,2,5,-2,-4,-1.4,2,9
CCOC(=O)C1=C(COC(=O)c2ccco2)NC(=O)NC1CC (stereo not drawn),-8,1,0,-2,-1,13,5,0.2,-13,-8

# Taken from above:
# cardiac RTF act, Cc1ccc(C)c(OCC(=O)N(Cc2ccccc2)c2c(N)n(Cc3ccccc3)c(=O)[nH]c2=O)c1 : -4
# dFosB activator, CC1=CC(C)(C)Nc2ccc(OC(=O)C(Cc3ccccc3)N3C(=O)c4ccccc4C3=O)cc21 (stereo not drawn) : -6

# (listing goes on)
SMILES,dFosB activator,Rtt109 HAT inh,Wnt bcat act,MITF TRPM1 HTS,HTR5A ag,SR-BI uptake up,cardiac RTF act,CDK5 p35 inh,SR-BI HDL uptake,PvdQ inh
COC(=O)c1ccccc1CSc1nsc(C)c1C#N,-3,-3,1,-2,3,-11,6,0.6,11,-5
Cc1cc(C)n(-c2cc(=O)n(C)c(=O)n2C)n1,-3,-25,/,-1,-4,17,-1,0.8,-17,-12
CN(C(=O)c1c(Cl)nc2sccn12)C1CCCCC1,-1,-14,-3,-3,0,-3,3,1.0,3,-10
CN(C)CCCCOc1ccccc1-c1ccccc1,-1,0,/,/,5,-20,-1,0.0,20,10
COc1ccc(NC(=O)c2sc3nc(N4CCOCC4)c4c(c3c2N)CC(C)(C)OC4)cc1,-2,-15,-5,-35,-2,-23,0,0.8,23,-18
CCC(C)[C@H](NC(=O)N1CCCCCC1)C(=O)O (stereo partly drawn),-5,24,-6,1,-1,/,-6,0.2,/,0
CCc1c(C)nc2ncnn2c1NCCc1ccc(OC)c(OC)c1,2,5,-3,-11,2,-4,1,-0.3,4,-7
Cc1nc(NCc2ccco2)c2c3c(sc2n1)CCC3,-8,5,/,27,-1,-20,6,-0.7,20,-19

# SR-BI HDL uptake, hit marks shown above
SMILES	dFosB activator	Rtt109 HAT inh	Wnt bcat act	MITF TRPM1 HTS	SR-BI uptake up	cardiac RTF act	CDK5 p35 inh	SR-BI HDL uptake	PvdQ inh
CCC(=O)N1CCN(c2ccccc2NC(=O)c2ccc(-c3cccc([N+](=O)[O-])c3)o2)CC1	-7	2	1	3	-76	-2	0.6	76*	-9

# Screens deposited in PubChem BioAssay by several laboratories.
